Screens (PubChem)
Hep lipid drop – inhibitors of hepatocyte lipid droplet formation, primary screen, imaging, high-throughput imaging, BODIPY stain | AML12 mouse hepatocytes, oleate lipid droplets | inhibition, % at 6.5 µM | 0.4% of 240,000 active | AID 1656, 2009;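 active = lipid droplet intensity inhibited by at least 50%, with more than 500 cells counted; inconclusive = wells with under 300 cells, treated as cytotoxic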
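Assay system: AML12 hepatocytes (mouse) / Also added: 100 µM oleic acid challenge / Times: overnight treatment with compound plus oleate / Detection: high-content imaging of BODIPY-stained droplets and DAPI nuclei / Evaluation: % inhibition of lipid droplet signal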
T cell HTS – modulators of CD8 T cell-vesicle binding, primary screen, mouse 2C CD8+ T cells, flow cytometry; 2C CD8+ T cell-vesicle binding; hits give low values; calls only at 7 µM; 0.068% of 330,000 active;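 active = response, share of CD8 T cells binding vesicles, and their 90th percentile fluorescence all below set limits, cut at about 80% in these data, passing the limit was not always enough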
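incubation = binding step 1.5 h, 37 °C, antibody labelling 20 min, ice | test system = 2C mouse CD8+ T cells | read-out basis = percent CD8+ FL2 mean versus row control | controls = Peptide-free naked vesicles (low) and QL9 vesicles with 0.7% DMSO vehicle (high) | detection = flow cytometry of vesicle-bound cells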
MT stabilizer – microtubule stabilizers in HeLa cells, primary screen, imaging, high-content imaging | HeLa tubulin immunostaining HCS, 24 h; share of cells brighter than vehicle mean+2SD | % tubulin-high responders, % at 10 µM | 0.83% of 200,000 active;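 active = plate Z-score above 3 for both tubulin-high and condensed-nucleus cell shares, with cell loss under 80%, at 10 µM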;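 also: anti alpha tubulin signal scored within the nucleus-defined area of each cell; some results filed as inactive read as strong as hits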
Myeloid diff 2 – induction of myeloid progenitor differentiation, primary screen, cell-based, flow cytometry, MLPCN library. 1% of 360,000 active. ER-HoxA9 myeloid progenitors, lysozyme-GFP differentiation. calls only at 10 µM. AID 624256, 2012;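 active = normalized GFP-positive differentiation at or above the plate's own cutoff, the solvent-only control mean plus 3 SD; inconclusive = no clear call, values can overlap the other calls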;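 also: cells exposed to compound for four days before flow analysis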
Autophagy HCS – autophagy modulators in MEF cells, primary screen, imaging, high-content, MEF GFP-LC3; calls only at 10 µM (by protocol); 0.98% of 190,000 active; MEF GFP-LC3 puncta imaging; test concentration mostly 10 µM;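 active = percentage of spot-positive cells more than 3 SD above its plate mean, without a fluorescence outlier flag or 80% toxicity; inconclusive = no clear call, values can overlap the other calls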;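 also: spot-positive cell cutoff set from DMSO-treated cells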
b-catenin transl – modulators of beta-catenin nuclear translocation, primary screen, imaging, HeLa cells, immunofluorescence, high-content; nuclear translocation activity, % at 5 µM; 0.3% of 190,000 active;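 active = nuclear translocation activity above 50% at 5 µM, with a well cell count of 50 or more; inconclusive = wells under 50 cells across six images, flagged as toxic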;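 also: per-cell ratio of nuclear to cytoplasmic median beta-catenin stain intensity; plate controls were DMSO negative control for no effect and GSK-3 inhibitor IX positive control for full effect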
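Test system: human HeLa cells, endogenous beta-catenin. Times: 24 h compound exposure, 37°C. Measured by: beta-catenin immunofluorescence imaging with DAPI.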
West Nile virus CPE – West Nile virus antiviral activity, cell-based, CPE readout (AID 1621). West Nile virus-infected cells, CPE inhibition; higher % means a stronger effect. 0.02% of 290,000 active. CPE inhibition, % at 10 µM; hits with a dose series show IC50 in µM; in the data active = a potency from the dose series; inconclusive = CPE inhibition mostly from about 3.7% at the one dose, without a potency; inactive = the rest, 99 in 100 with CPE inhibition below about 2.2%; also: strong numbers were not always called active
WT yeast gro inh – growth inhibition of WT strain, primary screen, mitochondrial fusion inhibitor project, WT and mutant strains, chemical genetic; mitochondrial fusion phenotypic screen; inhibition, % at 10 µM; 2.1% of 190,000 active; in the data active = inhibition above about 58%; tested in S. cerevisiae
Insulin prom up – insulin promoter activators in MIN6 cells, imaging, high-content screening, mouse beta cells; MIN6 insulin promoter-GFP reporter; hits give high values; z-score at 5 µM; 0.3% of 190,000 active;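 active = z-score above 3 at 5 µM with at least 500 cells counted in the well; inconclusive = wells under 500 cells, flagged as cytotoxic or low count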
WT yeast gro inh mutant strain – also measured in WT yeast gro inh; calls as there; inhibition, %; mitochondrial fusion phenotypic screen, mutant strain inhibition
Insulin prom up cell count – recorded beside Insulin prom up, whose call it bears; cell count; measured here: cytotoxicity, nuclei count;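 total cells summed across four imaged fields per well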
Hep lipid drop cells 6.5 µM – recorded beside Hep lipid drop, whose call it bears; cell count; measured here: cell count, cytotoxicity flag;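 cells counted across two imaged fields per well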
b-catenin transl cell count 5 µM – further read-out of b-catenin transl, marked with its call; cell count; measured here: cell count, cytotoxicity flag
T cell HTS vesicle-bound % – recorded beside T cell HTS, whose call it bears; double positive events, %; measured here: CD8+ vesicle-bound cell fraction;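 binding gate set so that unloaded-vesicle control wells show 10% double positive cells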
MT stabilizer Hoechst-high % – also measured in MT stabilizer; calls as there; % Hoechst-high responders; measured here: nuclear condensation Hoechst responders;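 share of cells brighter than vehicle mean plus two SD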
MT stabilizer cytotoxicity % – recorded beside MT stabilizer, whose call it bears; toxicity, %; measured here: cytotoxicity by cell density;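 0% = mean cell density of plate MIN control wells and 100% = no cells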
Autophagy HCS cell loss 18 h – further read-out of Autophagy HCS, marked with its call; toxicity, %; measured here: cell loss, nuclei count;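 cell loss after 18 h compound exposure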
Myeloid diff 2 GFP+ MAC1+ % – further read-out of Myeloid diff 2, marked with its call; GFP+ MAC1+ double positive, %; measured here: differentiation confirmed by MAC1 staining
The depositor's hits bear a star; i = inactive; ? = inconclusive; . = not tested or not shown.

mol,Autophagy HCS,b-catenin transl,West Nile virus CPE,MT stabilizer cytotoxicity %,MT stabilizer Hoechst-high %,b-catenin transl cell count 5 µM,Autophagy HCS cell loss 18 h,Insulin prom up cell count,T cell HTS,WT yeast gro inh,T cell HTS vesicle-bound %,Myeloid diff 2,WT yeast gro inh mutant strain,MT stabilizer,Myeloid diff 2 GFP+ MAC1+ %,Hep lipid drop cells 6.5 µM,Insulin prom up,Hep lipid drop
Cc1ccc(-n2c(Cn3nc(C(F)F)cc3C(F)F)n[nH]c2=S)cc1,i,-4.6,0.1%,6.4,1.1,1144,34,1028,i,24,46,i,-36,1.6,0.9,804,-0.69,2
COc1ccc([C@@H]2[C@@H]3C(=O)N(C(C)(C)C)C(=O)[C@@H]3[C@]3(CC(C)C)C(=O)N(c4cccc(Br)c4)C(=O)N23)cc1,.,.,-1.3%,.,.,.,.,.,i,.,44,i,.,.,0.8,826,.,5
CCCCNC(=O)CCn1c(=O)c2ccccc2n(CC(=O)N2CC(C)CC(C)C2)c1=O (stereo not drawn),i,.,-0.2%,3.5,3.6,.,2,1210,i,22,24,i,16,2.8,0.9,721,0.67,-2
O=C(COC(=O)Cc1ccccc1[N+](=O)[O-])NCc1ccc(F)cc1,i,-2.2,0.1%,2.6,1.6,1129,12,1546,i,-4,63,i,-7,5.6,0.3,418,1.1,-34
CC(C)CC1(C)NC(=O)NC1=O (stereo not drawn),i,-2.5,0.0%,9.7,2.0,820,0,1220,i,5,33,i,6,1.3,0.7,.,1.2,.
NC1=NC2(CCCCC2)n2c(nc3ccccc32)N1,i,0.7,0.2%,22,0.8,934,7,1200,i,-1,19,i,-5,4.0,1.7,829,2.2,-7
NC(=O)N/N=C/c1cc(Br)ccc1OCC(=O)NCc1ccccc1,i,3.3,-0.7%,10,3.3,529,18,1227,i,5,31,i,15,2.8,4.0,601,0,-10
O=C(c1cc(=O)c2ccccc2o1)N1CCN(c2cccc(Cl)c2)CC1,i,2.7,-0.8%,0.7,3.4,993,13,1242,i,12,43,i,29,3.2,0.2,700,-1.2,2
CC(C)NC(=O)c1ccc(CNC(=O)OCC(F)(F)F)cc1,i,1.1,0.2%,1.5,1.8,870,-7,.,i,-14,43,i,-5,1.9,0.2,800,.,-9
Cn1c(SCC(=O)N2CCCC2=O)nc2ccccc21,i,0.5,0.3%,12,2.1,1093,8,1187,i,-12,36,i,7,6.0,0.3,701,0.17,0
Cc1cccc(Nc2nc(N)nc(CN3CCN(C)CC3)n2)c1,i,1.3,0.1%,3.6,3.1,1170,5,1226,i,-23,18,i,-11,5.2,0.9,828,-0.39,9
c1coc(-c2nnc(-c3cccs3)o2)c1,i,2.4,0.4%,21,0.5,888,0,928,i,9,35,i,2,0.9,0.8,766,0.25,-3
O=C(Nc1ccccc1)c1cccnc1N1CCCC1,i,-2.2,-0.1%,5.8,1.3,1260,-4,916,i,21,20,i,13,1.3,1.3,712,0.32,-2
Cc1cc(C)c(NC(=O)C(C)Sc2nc3ccc(N4C(=O)c5ccccc5C4=O)cc3s2)c(C)c1 (stereo not drawn),i,-0.4,0.8%,8.2,2.1,1057,2,1796,i,-6,36,i,13,4.0,1.1,625,-0.03,-5
CN(CC(=O)Nc1ccc(Cl)cc1)c1ccc(S(=O)(=O)N2CCCCC2)cc1[N+](=O)[O-],i,-1.7,0.6%,9.2,1.4,1068,11,1320,i,10,43,i,-7,7.1,0.4,691,-0.9,-14
CC(C)C12CCC(C(=O)O)C(C1)C(=O)O2 (stereo not drawn),i,.,1.3%,11,1.5,.,-16,.,i,12,37,i,3,0.9,0.9,.,.,.
Cc1sc2ncn(CC(=O)NCCCC(=O)N3CCN(c4ncccn4)CC3)c(=O)c2c1C,i,-2.0,1.1%,3.7,2.9,1381,-26,648,i,3,38,i,0,3.6,0.8,.,-4.7,.
CCOC(=O)C1(Cc2ccccc2)CCCN(C(=O)C=C(C)C)C1 (stereo not drawn),.,.,-0.5%,.,.,.,.,.,i,.,58,i,.,.,0.7,819,.,-2
Cn1cccc1/C=C1\SC(=S)N(CC(=O)O)C1=O,i,-1.6,1.3%,9.0,4.1,1005,-3,1291,i,-11,53,i,-12,2.1,0.8,657,0.27,-1
CCN(CC)C(=O)CSc1ccc(C(F)(F)F)cc1[N+](=O)[O-],i,-0.7,-0.6%,3.0,2.2,1016,-9,1436,i,-5,45,i,-13,4.0,0.6,712,-0.13,-6
Cn1nnc2cc(NC(=O)NCc3ccc4c(c3)OCO4)ccc21,i,.,0.2%,7.9,1.8,.,-6,1193,i,-26,55,i,-13,3.0,1.9,760,0.11,-3
CC(=O)c1ccccc1OCCCCN1CCCCC1,.,.,-0.5%,.,.,.,.,.,i,.,66,i,.,.,1.0,858,.,36
Cc1cccc(NC(=O)c2cc(NC(=O)C3CCCCC3C(=O)O)ccc2N2CCOCC2)c1 (stereo not drawn),.,.,-0.6%,.,.,.,.,.,i,.,61,i,.,.,0.3,698,.,1
CC(C)(C)c1nnc2cccc(Cl)n12,i,-1.9,1.2%,2.3,1.2,1027,1,1525,i,-3,24,i,-1,4.4,0.5,642,-0.09,10
C/C(=N\NC(N)=O)c1ccccc1Cl,.,-0.5,-0.6%,.,.,999,.,1472,i,.,26,i,.,.,0.5,688,-0.3,-2
Cc1ccc(NC(=O)COC(=O)c2ccc3c(c2)OCCO3)cc1S(=O)(=O)N1CCOCC1,i,0.2,0.2%,8.5,2.1,1046,-49,1288,i,4,32,i,9,3.1,0.3,736,-0.06,-15
O=C(COc1cccc2cccnc12)NCc1cccs1,i,-1.1,-1.2%,1.7,1.5,1109,-9,1307,i,19,17,i,-2,4.2,0.1,632,-0.25,-1
CCOC(=O)c1c(S(=O)(=O)N2CCCC2)c(C)n(C)c1C,.,.,-0.8%,.,.,.,.,.,i,.,62,?,.,.,.,674,.,-4
Cc1cc(=O)[nH]c2c1c(C)nn2C(C)(C)C,.,-0.3,0.4%,.,.,1286,.,1079,i,.,27,i,.,.,0.3,697,0.07,2
O=C(O)c1cc(=O)n(Cc2ccccc2)c(=O)[nH]1,.,.,0.2%,.,.,.,.,.,i,.,41,i,.,.,0.3,762,.,-3

Continued, overlapping the part above by 2 compounds.
mol,Autophagy HCS,b-catenin transl,West Nile virus CPE,MT stabilizer cytotoxicity %,MT stabilizer Hoechst-high %,b-catenin transl cell count 5 µM,Autophagy HCS cell loss 18 h,Insulin prom up cell count,T cell HTS,WT yeast gro inh,T cell HTS vesicle-bound %,Myeloid diff 2,WT yeast gro inh mutant strain,MT stabilizer,Myeloid diff 2 GFP+ MAC1+ %,Hep lipid drop cells 6.5 µM,Insulin prom up,Hep lipid drop
Cc1cc(=O)[nH]c2c1c(C)nn2C(C)(C)C,.,-0.3,0.4%,.,.,1286,.,1079,i,.,27,i,.,.,0.3,697,0.07,2
O=C(O)c1cc(=O)n(Cc2ccccc2)c(=O)[nH]1,.,.,0.2%,.,.,.,.,.,i,.,41,i,.,.,0.3,762,.,-3
Cc1cccc(N2CCN(CC(=O)Nc3nccs3)CC2)c1C,i,.,0.2%,8.2,1.8,.,34,.,i,-23,36,i,0,2.3,0.6,800,.,17
COc1ccc(C2=NNC(c3cccs3)=Nc3ccc(OC)cc32)cc1,i,-0.5,-0.3%,4.9,2.0,504,3,1189,i,4,11,i,8,4.0,0.7,.,0.47,.
CN(C(=O)Cn1c(=O)oc2cc(S(=O)(=O)N3CCCC3)ccc21)C1CCCCC1,.,.,0.6%,.,.,.,.,.,i,.,11,i,.,.,3.1,764,.,-2
O=C(O)Cn1cnc2scc(-c3ccccc3)c2c1=O,.,.,0.1%,.,.,.,.,.,i,.,53,i,.,.,0.4,784,.,-10
Cc1ccc(S(=O)(=O)N(CC(=O)N2CCCCCC2)c2ccccc2)cc1,i,-1.8,-0.8%,5.8,1.6,1308,-7,978,i,15,18,i,16,1.1,6.4,741,-0.19,-6
O=C(CCSCCC(=O)NCc1ccc(F)cc1)NCc1ccc(F)cc1,i,-7.3,-0.7%,14,3.0,743,6,1427,i,-13,39,i,8,1.6,0.3,667,0.56,1
CC(=O)NC(Cc1c[nH]c2ccccc12)C(=O)NCCc1ccccn1 (stereo not drawn),.,.,0.3%,.,.,.,.,.,i,.,31,i,.,.,0.0,736,.,2
Cc1nc2ccc([N+](=O)[O-])cc2c(=O)n1Cc1cccc(F)c1,.,.,-0.1%,.,.,.,.,.,i,.,63,i,.,.,0.4,844,.,-19
CN1/C(=C\C=C2\N=C(c3ccc(F)cc3)OC2=O)C(C)(C)c2ccccc21,i,-0.3,0.1%,0.9,1.2,1181,9,809,i,25,58,.,8,2.7,.,762,0.93,30
CCOC(=O)c1nc(C)sc1-c1ccnn1S(=O)(=O)c1ccc(Cl)cc1Cl,.,-1.5,0.1%,.,.,1108,.,.,i,.,20,i,.,.,0.4,663,.,-4
Cc1ccc(C(=O)c2coc3cc([N+](=O)[O-])c(O)c([N+](=O)[O-])c23)cc1,i,0.2,-0.3%,10,3.5,1028,7,1419,i,-27,20,i,-6,1.9,0.7,711,-0.04,5
CC(=O)C1=C(O)C(=O)N(c2ccc(C)cc2)C1c1ccccn1 (stereo not drawn),i,-0.6,0.3%,4.8,2.4,1018,-2,.,i,-15,45,i,-8,3.9,1.6,730,.,10
